Assay outcomes: PubChem BioAssay, several laboratories
HT1080 viability = cytotoxicity in HT1080 fibrosarcoma cells, cell-based, fluorescence readout (AID 620); 87,000 compounds, 0.42% hits; HT1080 viability, fluorescence; higher % means a stronger effect; cytotoxicity, % at 10 µM, or EC50 in µM where a hit was titrated;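 note: cells exposed to compound overnight then 4 h with Alamar Blue; 0% = vehicle DMSO and 100% = killing control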
Bfl-1 inhibitors = displacement of Bid BH3 peptide from Bfl-1 – biochemical, fluorescence polarization, FITC-Bid, mouse, primary screen (AID 432). FITC-Bid BH3 peptide fluorescence polarization displacement; higher % means a stronger effect. one-dose displacement, % at 20 µM; IC50 in µM for titrated hits. 64,000 compounds, 0.02% hits; in the data active = a potency from the dose series; inactive = the rest, 99 in 100 with displacement below about 15%; note: strong numbers were not always called active
KRASV12 cytotoxicity = cytotoxicity in KRAS-transformed pancreatic duct cells, primary screen, cell-based, fluorescence, HTS (AID 431) | one-dose cytotoxicity, % at 10 µM; EC50 in µM for titrated hits | 63,000 compounds, 1.7% hits | HPDE-C7K KRASV12 cells, Alamar Blue viability, 48 h; higher % means a stronger effect;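 active = compounds whose percent cytotoxicity in the single-dose primary screen, scaled between solvent and toxic-drug controls, exceeds 50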;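 note: 0% = DMSO solvent wells and 100% = doxorubicin-treated wells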
Spn MK inh = inhibitors of Streptococcus pneumoniae mevalonate kinase; purified MK, PK/LDH-coupled NADH absorbance 340 nm; inhibition, % at 10 µM; 65,000 compounds, 0.48% hits;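 active = ranked among the strongest by inhibition in the single 10 µM screen, a fixed top-ranked set picked for dose follow-up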; note: no value below 0 was filed
PMK inhibit = blocks S. pneumoniae phosphomevalonate kinase; purified PMK, PK/LDH-coupled NADH absorbance 340 nm; 65,000 compounds, 0.49% hits; inhibition, % at 10 µM;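 active = top-ranked compounds by inhibition in the single 10 µM screen, taking a fixed number of the strongest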;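 note: 0% = full reaction with DMSO carrier and 100% = background rate without enzyme reaction; no value below 0 was filed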
LYP phosphatase = LYP phosphatase inhibitors, primary screen, biochemical, DiFMUP fluorescence, recombinant catalytic domain, 10 µM (AID 606) | recombinant LYP catalytic domain, DiFMUP fluorescence; higher % means a stronger effect | one-dose inhibition, % at 10 µM; IC50 in µM for titrated hits | 52,000 tested, under 10 active;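 active = IC50 under 40 µM in the dose-response test; inactive = IC50 of 40 µM or more, or never dose-tested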
DPM-DC inhibit = blocks S. pneumoniae diphosphomevalonate decarboxylase; purified DPM-DC, PK/LDH coupled NADH fluorescence; calls only at 10 µM; 65,000 compounds, 0.49% hits; AID 556;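 active = the 320 compounds with the highest percent inhibition in the single-dose primary screen, excluding strongly autofluorescent ones, cut at about 32% in these data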;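 note: kinetic rate of NADH fluorescence loss reporting ADP formed by the decarboxylase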
HPDE-C7 viability = HPDE-C7 pancreatic duct cell viability loss – fluorescence, HTS (AID 430); one-dose cytotoxicity, % at 10 µM; EC50 in µM for titrated hits; HPDE-C7 pancreatic duct cells viability, fluorescence; higher % means a stronger effect; 63,000 compounds, 1.8% hits;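 note: cells exposed to compound for 48 hours before viability readout; 0% = vehicle and 100% = reference cytotoxic drug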
Alkaline phosphatase = inhibition of tissue-nonspecific alkaline phosphatase – biochemical, luminescent (AID 518). 64,000 compounds, 0.09% hits. inhibition, % at 20 µM, or IC50 in µM where a hit was titrated. purified TNAP enzyme, luminescent substrate readout; higher % means a stronger effect; in the data active = a potency from the dose series; inactive = the rest, 99 in 100 with inhibition below about 22%;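 note: plate controls were vehicle for no effect and reference inhibitor for full effect; many of its hits are not listed in these tables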
PMK inhibit pilot replicates = second read-out of PMK inhibit, no call of its own (marks repeat the call); inhibition, %; measured here: pilot screen replicates
Spn MK inh pilot replicates = also measured in Spn MK inh; calls as there; inhibition, %; measured here: pilot screen replicates
DPM-DC inhibit pilot screen % = recorded beside DPM-DC inhibit, whose call it bears; inhibition, %; measured here: pilot screen trials
The depositor's hits bear a star; i = inactive; . = no result given. Cut-off read from the data, not from the text of the source, unless noted: active = cytotoxicity above about 50%; inactive = the rest.

SMILES	HT1080 viability	Bfl-1 inhibitors	KRASV12 cytotoxicity	Spn MK inh	PMK inhibit	LYP phosphatase	DPM-DC inhibit	HPDE-C7 viability	Alkaline phosphatase	others
Cc1nc2sc(C(=O)O)c(N)c2c2c1COC(C)(C)C2	2%	-6%	-6%	17	7	6%	i	6%	2%
Cc1ccc(-c2nnc(N3CCN(C(=O)CN4C(=O)c5ccccc5C4=O)CC3)c3ccccc23)cc1	15%	-1%	-6%	3	4	7%	i	-4%	9%	PMK inhibit pilot replicates=0.5;Spn MK inh pilot replicates=0.0;DPM-DC inhibit pilot screen %=0.0
COc1ccccc1-c1nnc(NC(=O)c2ccc(S(=O)(=O)N(C)C)cc2)o1	5%	5%	-3%	8	14	7%	i	-3%	1%
COc1ccc(-n2nc(C(=O)N3CCC(C#N)CC3)c3c4ccccc4n(C)c3c2=O)cc1	0%	2%	1%	3	4	-2%	i	-5%	14%
CCOC(=O)N1CCN(C(=O)CN2C(=O)CC(C)(C)S(=O)(=O)c3ccccc32)CC1	.	-2%	11%	14	0	-6%	i	3%	0%
O=C(On1c(-c2ccccc2)nc2ccccc2c1=O)c1ccco1	.	2%	0%	8	0	3%	i	5%	11%
CCOC(=O)c1ccc(NC(=O)C2CCN(S(=O)(=O)CC)CC2)cc1	2%	3%	8%	19	8	16%	i	4%	4%
Cc1cccn2c(=O)c3cc(C(=O)NC4CCS(=O)(=O)C4)sc3nc12 (centres undefined)	4%	6%	-1%	3	9	10%	.	0%	4%
Cc1cc(C)c(S(=O)(=O)N(C)CC(=O)N2CCCCC2)c(C)c1	2%	-1%	-2%	9	0	14%	i	3%	2%
Cn1c(=O)c2c(nc(NCCCN3CCOCC3)n2Cc2cccc(Cl)c2)n(C)c1=O	17%	2%	-12%	6	6	2%	i	5%	6%
CCCCOC(=O)C1[C@H]2C(=O)N(Cc3cccs3)C[C@]23C=C[C@H]1O3 (some centres undefined)	2%	0%	-3%	13	14	12%	i	8%	6%
CC1Cc2nc(SCC(=O)N3CCc4ccccc43)n(C)c(=O)c2S1 (centres undefined)	12%	-4%	-7%	0	15	13%	i	-20%	10%
Cn1c(=O)cc(OCCCC(=O)NCc2ccco2)c2ccccc21	10%	-3%	8%	3	15	.	i	4%	8%
FC(F)(F)c1ccc(-n2ccnc2)nc1	7%	4%	-2%	0	7	.	i	6%	-3%
CN(Cc1ccccc1)Cc1nc2c([nH]1)c(=O)n(C)c(=O)n2C	3%	1%	3%	0	14	6%	i	0%	9%
CCCCCC(=O)N1CCN(CCN=CC2=C(O)CC(c3ccc(OC)cc3)CC2=O)CC1 (centres undefined)	19%	-2%	1%	8	10	-3%	i	5%	8%
Cc1ccc(C2CC(c3cccc(Br)c3)n3nc(N)nc3N2)cc1 (centres undefined)	6%	-2%	4%	5	8	-8%	i	5%	-1%
O=C(CSCC(=O)N1CCCCC1)OCC(=O)c1c[nH]c2ccccc12	-2%	0%	-4%	6	9	-4%	i	-2%	9%
COCCn1c(SCc2nnc(-c3ccccc3)o2)nc2sc3c(c2c1=O)CCC3	-2%	0%	-11%	11	9	5%	i	-12%	2%
N#CCCSCc1ccc2oc(C(=O)O)cc2c1	-8%	2%	-6%	8	7	6%	i	-9%	6%
CC(=O)c1ccc(N2CCN(C(=O)C3CCN(S(=O)(=O)Cc4ccccc4)CC3)CC2)cc1	0%	0%	-17%	6	16	.	i	-18%	12%
N#CC1=C(SCC(=O)NC2CCCCC2)NC(=O)CC1c1ccco1 (centres undefined)	-4%	-4%	-1%	9	1	.	i	3%	13%	PMK inhibit pilot replicates=2.5;Spn MK inh pilot replicates=0.0;DPM-DC inhibit pilot screen %=2.5
Oc1c(C(c2ccccc2)N2CCN(Cc3ccccc3)CC2)sc2ncnn12 (centres undefined)	-1%	-5%	3%	0	9	9%	i	-3%	10%
Cc1ccc(Nc2nc(C3CC3)cs2)cc1	.	0%	-1%	2	0	5%	i	-8%	3%
Cn1c(=O)[nH]c2cc(Cl)cnc21	18%	41%	-4%	0	10	.	i	14%	45%
CCN(CC)CCCN1C(=O)C(=O)/C(=C(/O)c2ccc3c(c2)OCCO3)C1c1ccco1 (centres undefined)	-11%	6%	6%	6	10	16%	i	1%	16%
CC1CCN(C(=O)CSc2nnc(CSc3ncccn3)n2C)CC1	-4%	5%	0%	4	5	1%	i	2%	4%
O=C(CCSc1ccccc1)NC1CCCC1	-6%	-1%	-3%	11	0	.	i	-3%	8%
O=C(CCCc1nc(-c2ccc(Cl)cc2)no1)Nc1cccnc1	-9%	4%	16%	9	11	5%	i	19%	14%
O=C(Cn1cc2c(n1)CCCC2)NCCCN1CCN(c2ccccc2F)CC1	3%	-2%	-2%	8	11	7%	i	3%	9%
Cc1ccc(-n2c(SCC(=O)OC(C)C)nnc2-c2ccccn2)cc1	1%	-11%	2%	9	4	.	i	-7%	-9%
COc1ccc(NCc2cc3ccccc3[nH]c2=O)cc1	11%	0%	3%	1	8	12%	i	0%	3%
COc1ccc(NC(=O)CC2SC(=Nc3ccccc3)NC2=O)c(OC)c1 (centres undefined)	5%	-1%	-3%	2	4	-8%	i	-9%	4%
CC1(C)Oc2ccc(C(=O)N3CCCC3)cc2N(CC(=O)NCc2ccccc2)C1=O	7%	-4%	-6%	0	13	.	i	-4%	6%
Cc1ccc(CS(=O)(=O)Cc2ccc(C(=O)NCC3CCCO3)o2)cc1 (centres undefined)	-3%	-10%	-13%	4	19	-3%	i	-4%	6%
CCC(C)NC(=O)C1c2cc(OC)c(OC)cc2C(=O)N(C)C1c1ccc(OC)cc1 (centres undefined)	6%	0%	2%	2	0	8%	i	-8%	4%	PMK inhibit pilot replicates=1.0;Spn MK inh pilot replicates=0.0;DPM-DC inhibit pilot screen %=0.0
COc1ccc(C(=O)CSc2nnc(CNc3ccc(C)cc3C)n2Cc2ccco2)cc1	-5%	2%	20%	4	7	1%	i	26%	11%
O=C(CN1CCC(n2nnc3cc(F)ccc32)CC1)N1CCCc2ccccc21	4%	-8%	17%	0	19	3%	i	2%	7%
O=C(O)CCC(=O)N1CCc2cc(S(=O)(=O)N3CC=C(c4ccccc4)CC3)ccc21	-5%	2%	-5%	4	0	5%	i	4%	18%
Cc1nnc(NC(=O)CSc2nnc(Cc3cccn3C)n2CCc2ccccc2)s1	0%	-1%	10%	6	9	16%	i	0%	4%
O=C(CCc1nc2ccccc2[nH]1)Nc1ccc2c(c1)OCO2	3%	2%	16%	0	14	2%	i	6%	14%	PMK inhibit pilot replicates=0.0;Spn MK inh pilot replicates=3.0;DPM-DC inhibit pilot screen %=0.0
CCOC(=O)C1CCN(C(=O)CNS(=O)(=O)c2ccc(Br)s2)CC1	36%	4%	-14%	8	14	10%	i	-12%	13%
CC1CCc2c(C(=O)Oc3cccc(-n4cnnn4)c3)csc2C1 (centres undefined)	4%	9%	1%	9	0	-15%	i	-16%	16%
Cc1ccccc1N(C)S(=O)(=O)c1ccc2[nH]cc(C(=O)NCC3CCCO3)c(=O)c2c1 (centres undefined)	-4%	8%	12%	0	21	-1%	i	-14%	2%	PMK inhibit pilot replicates=3.5;Spn MK inh pilot replicates=0.0;DPM-DC inhibit pilot screen %=13
CCOc1cc(N2CCOCC2)c(OCC)cc1NC(=O)c1nc2nc(C)cc(C)n2n1	-3%	-4%	7%	3	13	-6%	i	13%	12%
COc1cc(C(=O)OCC(=O)N(C)Cc2ccccc2)cc(OC)c1OC	1%	2%	-27%	14	11	.	i	-26%	5%	PMK inhibit pilot replicates=0.0;Spn MK inh pilot replicates=0.0;DPM-DC inhibit pilot screen %=4.0
CSc1nc2c(c(-c3ccc(O)cc3)c1C#N)CCC2	2%	-2%	-7%	8	4	10%	i	-7%	8%
O=C(Cc1cc(=O)[nH]c(=O)[nH]1)NCC1CCCO1 (centres undefined)	0%	-4%	-7%	7	7	0%	i	-10%	4%
O=S(=O)(c1ccccc1)c1cccc(S(=O)(=O)N2CCCCC2)c1	-3%	-8%	-6%	0	9	.	i	-8%	5%
CCn1c(SCC(=O)c2ccc(OC)cc2)nnc1C(C)NC(=O)c1ccc(OC)cc1 (centres undefined)	4%	1%	7%	3	8	.	i	-4%	13%	PMK inhibit pilot replicates=0.5;Spn MK inh pilot replicates=0.0;DPM-DC inhibit pilot screen %=0.0

Grouped by structure: the compounds so far with a furan ring, fused or not
SMILES	HT1080 viability	Bfl-1 inhibitors	KRASV12 cytotoxicity	Spn MK inh	PMK inhibit	LYP phosphatase	DPM-DC inhibit	HPDE-C7 viability	Alkaline phosphatase	others
O=C(On1c(-c2ccccc2)nc2ccccc2c1=O)c1ccco1	.	2%	0%	8	0	3%	i	5%	11%
Cn1c(=O)cc(OCCCC(=O)NCc2ccco2)c2ccccc21	10%	-3%	8%	3	15	.	i	4%	8%
N#CCCSCc1ccc2oc(C(=O)O)cc2c1	-8%	2%	-6%	8	7	6%	i	-9%	6%
N#CC1=C(SCC(=O)NC2CCCCC2)NC(=O)CC1c1ccco1 (centres undefined)	-4%	-4%	-1%	9	1	.	i	3%	13%	PMK inhibit pilot replicates=2.5;Spn MK inh pilot replicates=0.0;DPM-DC inhibit pilot screen %=2.5
CCN(CC)CCCN1C(=O)C(=O)/C(=C(/O)c2ccc3c(c2)OCCO3)C1c1ccco1 (centres undefined)	-11%	6%	6%	6	10	16%	i	1%	16%
Cc1ccc(CS(=O)(=O)Cc2ccc(C(=O)NCC3CCCO3)o2)cc1 (centres undefined)	-3%	-10%	-13%	4	19	-3%	i	-4%	6%
COc1ccc(C(=O)CSc2nnc(CNc3ccc(C)cc3C)n2Cc2ccco2)cc1	-5%	2%	20%	4	7	1%	i	26%	11%
